Source: PubChem BioAssay
aDG glyco up = alpha-DG glycosylation activation; 360,000 tested, 0.22% active; Pro5-aDG cells, alpha-DG glycosylation AlphaScreen (IIH6); 0% Pro5, 100% B10-LARGE cell signal; activation, % at 10 µM; AID 624168;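 active = activation of at least 8% versus controls, or a plate z-score of at least 8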;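 note: Pro5 are CHO cells carrying HIG-tagged alpha-DG that lacks glycosylation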
CaV13 ICDI inh = Disruptors of the CACNA1D IQ motif to Ca2+-dependent inactivation inhibitor domain association, primary screening, Förster resonance energy transfer in intact living …; HEK cells, CFP/YFP FRET ICDI-IQ, plate reader, 10 min; percent FRET-ratio fall versus neutral wells; 340,000 tested, 0.098% active; inhibition, % at 12.3 µM; AID 743397;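 active = mean replicate inhibition of at least 30% and at least 1% of replicates passing that level; inconclusive = only one of the two criteria is met; inactive = neither criterion is met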;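 note: 0% = median of the neutral control wells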
Exocytosis inh = lytic granule exocytosis inhibition; TALL-104 LAMP-1 surface exposure, flow cytometry; cells stimulated with thapsigargin and PMA; inhibition, % at 10 µM; 360,000 tested, 0.66% active;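 active = inhibition above about 55%, limit read from the data; inconclusive = no clear call, values can overlap the other calls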
MITF TRPM1 inh = MITF TRPM1 promoter inhibition in SK-MEL-5 cells; SK-MEL-5 TRPM1 promoter luciferase, 24 h; inhibition, % at 12.5 µM; AID 488899; 330,000 tested, 0.83% active;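 active = mean inhibition across replicates of 60% or more, whatever share of single replicates reaches that level; inconclusive = some that reach 60%, reason not given; inactive = mean inhibition across replicates below 60%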; note: values of inactives mirror those of a sister screen read the other way
Vif imaging = HIV Vif inhibition. inhibition, % at 7.49 µM. 340,000 tested, 0.35% active. AID 602346. HEK293T cells, Vif self-association by quenched fluorescence, imaging, 24 h; in the data active = inhibition above about 50%, passing the limit was not always enough; inconclusive = no clear call, values can overlap the other calls; inactive = below about 31%; note: some results filed as inactive read as strong as hits
iPSC survival up = increases survival of single human iPS cells | survival enhancement, % at 20 µM | hiPSC single-cell survival, ATPlite luminescence; 100% = ROCK inhibitor wells, 0% = DMSO | 360,000 tested, 0.044% active; in the data active = survival enhancement above about 18%;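 note: cells exposed to compounds for 16 hours before the ATP read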
NR2E3 ag-1 = activates human NR2E3 receptor | AID 602229 | inhibition of corepressor binding, % at 3.98 µM | 360,000 tested, 0.35% active | CHO-S Gal4-NCOR/VP16-NR2E3 two-hybrid, luciferase | Q9Y5X4;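 active = inhibition above the mean of all tested compounds plus 3 SD, cut at about 70% in these data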;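 note: 0% = DMSO with NR2E3 transfected cells and 100% = cells lacking NR2E3 construct; higher means lower luciferase signal from less NR2E3 corepressor binding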
Target sequence (Q9Y5X4 whole entry, looked up, the tested form may be a part): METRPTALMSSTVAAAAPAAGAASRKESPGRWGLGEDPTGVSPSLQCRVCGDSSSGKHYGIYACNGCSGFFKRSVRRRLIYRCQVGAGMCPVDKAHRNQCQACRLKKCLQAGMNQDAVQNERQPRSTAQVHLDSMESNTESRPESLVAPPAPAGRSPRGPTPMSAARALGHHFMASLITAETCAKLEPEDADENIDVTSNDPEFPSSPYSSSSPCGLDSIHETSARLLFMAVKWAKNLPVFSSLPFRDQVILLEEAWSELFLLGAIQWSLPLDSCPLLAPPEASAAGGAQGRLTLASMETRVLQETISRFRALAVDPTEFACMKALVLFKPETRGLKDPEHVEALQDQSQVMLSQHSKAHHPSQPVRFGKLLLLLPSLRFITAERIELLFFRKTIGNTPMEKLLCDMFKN
NR2E3 ag-2 = NR2E3 (human) agonism. Q9Y5X4. AID 2300. GST-NR2E3/biotin-RetCOR TR-FRET, 1536-well. 320,000 tested, 0.12% active. inhibition of corepressor binding, % at 4.78 µM;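 active = percent inhibition above the cutoff of mean plus 3 SD of all tested compounds, set per screening campaign, cut at about 20% in these data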;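 note: 0% = DMSO wells and 100% = biotin wells as full block of FRET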
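Test system: GST-NR2E3 and biotin-RetCOR proteins | Quantity: 1.35 nM GST-tagged NR2E3 final | Medium: Tris pH 7.5 | Also added: 7 nM biotin-RetCOR | Dosing: Compound at 4.8 µM, single dose | Timing: 5 h at 4 °C | Detection: Time-resolved FRET | Read-out basis: Percent inhibition | Benchmarks: Biotin wells as high control, 0.6% DMSO wells as low control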
PDI turbidity = PDI (human) enzyme inhibition; PDI insulin aggregation turbidity, A650, 90 min; AID 588391; inhibition, % at 10 µM; 350,000 tested, 0.052% active;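 active = mean inhibition across replicates of 30% or more, whatever share of single replicates reach that level; inconclusive = mean inhibition below 30% while every single replicate reaches 30%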;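 note: absorbance from insulin aggregation driven by PDI reduction with DTT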
Target sequence (P07237 whole entry, looked up): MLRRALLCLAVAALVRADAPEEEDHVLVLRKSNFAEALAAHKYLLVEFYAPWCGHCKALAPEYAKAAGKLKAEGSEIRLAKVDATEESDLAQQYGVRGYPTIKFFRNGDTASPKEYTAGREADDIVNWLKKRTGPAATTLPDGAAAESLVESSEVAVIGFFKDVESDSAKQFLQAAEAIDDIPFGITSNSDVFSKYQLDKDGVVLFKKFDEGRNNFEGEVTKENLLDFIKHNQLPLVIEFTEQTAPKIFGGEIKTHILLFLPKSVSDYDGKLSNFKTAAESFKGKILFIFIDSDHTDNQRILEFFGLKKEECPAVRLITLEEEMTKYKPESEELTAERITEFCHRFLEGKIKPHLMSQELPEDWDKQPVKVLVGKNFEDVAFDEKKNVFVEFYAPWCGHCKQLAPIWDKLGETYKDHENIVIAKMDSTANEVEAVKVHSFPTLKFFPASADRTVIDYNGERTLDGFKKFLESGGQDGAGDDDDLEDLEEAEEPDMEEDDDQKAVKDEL
Peg3 prom inh = inhibitors of Peg3 promoter; HeLa PEG-Prom luciferase reporter, luminescence, overnight; inhibition, % at 20 µM; 360,000 tested, 1.7% active; AID 588405;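 active = inhibition of at least 50% at 20 µM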
HIF-2a block = HIF-2a inhibition | 786-0 RCC cells HIF-2a reporter, luciferase luminescence, overnight | inhibition, % at 18.8 µM | 360,000 tested, 0.72% active | AID 624352;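 active = inhibition of the luminescence signal of 40% or more relative to plate controls, in a single-dose primary screen at 18.75 µM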
The depositor's hits bear a star; u = inconclusive; x = not tested or not shown.

Fields – aDG glyco up | CaV13 ICDI inh | Exocytosis inh | MITF TRPM1 inh | Vif imaging | iPSC survival up | NR2E3 ag-1 | NR2E3 ag-2 | PDI turbidity | Peg3 prom inh | HIF-2a block
> Cc1c(C(=O)NNC(=O)c2ccccc2O)oc2ccc(Br)cc12
    0.2 | -6 | -2 | 5 | -4 | -0.4 | -12 | 0 | -6 | -89 | -39
> CC1=CC(=O)C(C(C)=Nc2cccc(Cl)c2)C(=O)O1 (configuration not stated)
    -0.1 | -6 | -2 | -4 | 13 | 3.1 | -4 | x | 2 | -4 | 3
> CC1(C(=O)NCc2cccc3ccccc23)CCN1Cc1cc2ccccc2o1 (configuration not stated)
    0.1 | -4 | 10 | x | -22 | -1.9 | -5 | x | 2 | 5 | -14
> CC(C)(C)CNC(CO)C12CC3CC(CC(C3)C1)C2 (configuration not stated)
    -0.1 | 1 | 8 | -34 | x | 1.6 | -9 | -2 | -7 | -2 | 24
> CC1CCN(CC(=O)NC(=O)NCc2ccccc2)CC1
    -0.2 | -4 | 14 | -2 | 13 | -2.1 | -15 | 0 | 16 | 2 | -2
> CC(C)C[C@H]1CNC(=O)C(=O)N1C[C@H]1CCCN1C[C@H](CC(C)C)N1C[C@H](Cc2ccccc2)N(CC2CCCCC2)C(=O)C1=O
    0.2 | -6 | 7 | x | x | 1.1 | -9 | x | x | x | -7
> COc1cccc(C(=O)Nc2nnc(-c3cccs3)o2)c1
    -0.3 | -5 | -3 | -3 | -12 | -0.2 | 14 | 0 | 9 | -81 | -96
> O=C(COC(=O)c1cnccn1)Nc1ccc(Cl)cc1
    -0.2 | -5 | 1 | -5 | 1 | 1.6 | 2 | -1 | 3 | 4 | 6
> O=C(Nc1ccc(CN2CCCCC2)cc1)c1c(F)c(F)c(F)c(F)c1F
    2.8 | -7 | -7 | 0 | 2 | -1.5 | -1 | 2 | 1 | 9 | 21
> O=C1N[C@@H](Cc2ccccc2)[C@@H](c2ccco2)O1
    -0.1 | -9 | 1 | 0 | 4 | -2.2 | -18 | 2 | -4 | -8 | 2
> COc1ccc(-c2n[nH]c(=S)n2/N=C/c2cccn2C)cc1
    -0.1 | -16 | -1 | -4 | 6 | -0.6 | 24 | 3 | 5 | 17 | 17
> COc1ccc(C(=O)CN2C(=O)c3ccccc3C2=O)cc1
    0.1 | -4 | -3 | x | 36 | -0.1 | -56 | -3 | 1 | -23 | -22
> Cc1ccc(C2C3=C(CC(C)(C)CC3=O)N(CCN3CCOCC3)C3=C2C(=O)CC(C)(C)C3)cc1
    -0.1 | x | 0 | 2 | -2 | 5.4 | 8 | -1 | 2 | 6 | 9
> COc1ccc(N2C(=O)CC(SC(C)C)C2=O)cc1 (configuration not stated)
    -0.2 | -3 | -6 | 13 | -2 | -0.3 | 11 | -4 | 3 | 18 | 3
> COc1cccc(N=Nc2c(N)[nH]n3c(=O)c4c(nc23)CCCC4)c1
    -0.4 | -2 | -1 | 5 | -6 | -0.9 | 1 | -7 | -10 | 20 | 14
> Cc1ccc(CSCC(Nc2ccc(C(=O)O)cc2[N+](=O)[O-])C(=O)O)cc1 (configuration not stated)
    0.0 | -7 | 3 | 10 | 21 | 1.6 | -29 | 3 | 7 | -1 | 2
> COc1ccc2c(c1)c(CC(=O)OCC(=O)N(C)C)c(C)n2C(=O)c1ccc(Cl)cc1
    0.0 | -3 | 3 | 6 | 0 | -0.4 | 7 | 1 | -7 | -4 | 14
> O=C1C(O)CC2c3ccccc3CC3(CCCC3)N12 (configuration not stated)
    -0.1 | -4 | -1 | -2 | 15 | 1.8 | -9 | -1 | x | 6 | 13
> CC(=O)Oc1ccccc1C(=O)N(C1CCCCC1)C1CCCCC1
    -0.1 | -10 | -2 | -2 | 6 | -0.3 | -11 | 0 | -4 | 24 | 19
> COc1ccc(-c2nc3c(-c4ccccc4)cnn3cc2C)cc1F
    -0.1 | -19 | -3 | -27 | 4 | 0.1 | -21 | 1 | -5 | -55 | -62
> O=C(CNS(=O)(=O)c1ccccc1)NCc1cccnc1
    0.0 | -5 | -2 | -8 | 12 | 0.5 | 9 | 0 | 4 | 8 | 18
> COc1ccc(OC)c(NC(=O)c2ccc(-n3cccn3)nc2)c1
    -0.2 | x | 3 | -5 | 4 | -2.3 | -21 | 0 | 2 | 21 | -6
> CC/C(C)=N\NC(=O)CNC(=O)c1ccc(Cl)cc1Cl
    0.0 | -4 | -7 | -2 | 3 | 6.9 | 3 | 3 | 2 | 11 | 17
> C=CCCC(=O)N1C[C@H]2CON(C)[C@H]2C[C@H]1c1ccc(N2CCCCC2)cc1
    0.1 | -6 | 4 | x | -2 | -1.3 | -26 | x | x | 6 | 1
> CCNC(=O)COc1ccc(CC)cc1
    -0.2 | -3 | 4 | -18 | 2 | 1.9 | -24 | -2 | 0 | -49 | -68
> O=C(COC(=O)C1CCN(c2ccc(C(F)(F)F)cn2)CC1)NCc1ccc(Cl)cc1Cl
    0.0 | -13 | 8 | -1 | -5 | 0.0 | -6 | 0 | -8 | 3 | -6
> CCN(CC)c1ccc(S(=O)(=O)N2CCOCC2)cc1NC(=O)Cn1nc(C)c([N+](=O)[O-])c1C
    -0.3 | -5 | -2 | -1 | 0 | 0.2 | -4 | 5 | 9 | 13 | 0
> Cc1ccccc1OCCCN1CCCC1
    0.2 | -3 | 2 | -4 | 12 | -1.0 | -10 | -1 | -3 | -2 | 7
> CCNC(=O)CSc1nc2ccccc2c(=O)n1OC
    -0.1 | x | 16 | 9 | -9 | 6.1 | -26 | -4 | -7 | 5 | -6
> CC(C)(C)OC(=O)C[C@@H]1C/C=C\C[C@H](CC(=O)N(CCO)Cc2ccccc2)C(=O)N[C@@H](Cc2c[nH]c3ccccc23)COC1=O
    -0.2 | -8 | 27 | 5 | -4 | 6.7 | -13 | x | 11 | 16 | 18
> CC(NC(=O)c1cn(C)c2ccc(S(=O)(=O)N3CCCC3)cc2c1=O)c1ccccc1 (configuration not stated)
    0.0 | -2 | -10 | 3 | 6 | 2.8 | -5 | -2 | 1 | -2 | 10
> CCn1c(SCC(=O)Nc2nccs2)nnc1-c1ccco1
    -0.5 | 2 | -2 | -7 | -2 | 8.1 | -9 | -3 | -3 | -6 | -2
> CC(=O)NC1(C(F)(F)F)C(=O)Nc2c1c(=O)n(C)c(=O)n2C (configuration not stated)
    0.2 | -4 | 4 | -3 | -5 | 0.4 | -10 | 0 | 10 | -1 | 6
> O=C(CCS(=O)(=O)c1ccc2c(c1)NC(=O)CO2)NCc1ccccc1
    0.1 | -16 | -3 | -11 | -2 | -0.3 | -21 | -1 | 1 | 1 | 8
> CCC(=O)Nc1c2c(nn1-c1ccc(F)cc1)CS(=O)C2 (configuration not stated)
    -0.1 | -7 | 1 | -7 | 4 | -0.8 | 6 | 3 | 5 | 15 | 18
> Cc1cccc(C)c1NC(=O)CNC(=O)c1ccccc1OCc1ccccc1
    0.1 | -6 | -6 | 0 | 10 | -0.3 | -12 | -1 | -2 | 2 | 16
> Cc1ccc(CN2CCN(C(=O)c3ccncc3)CC2)cc1
    0.0 | -5 | -3 | -6 | 4 | -1.3 | -6 | 2 | 8 | 5 | 18
> CC(=O)c1ccc(OCc2cc(C(=O)N(C)C(C)c3nccs3)no2)cc1 (configuration not stated)
    0.2 | -3 | 5 | -27 | -5 | 1.7 | -8 | x | 0 | -133 | -155
> CN1CCN(C(=O)c2ccc3c(c2)N(Cc2ccccc2)CCS3)CC1
    -0.1 | x | -4 | x | -3 | -1.9 | -4 | 6 | x | 18 | -6
> Cc1cc(=O)[nH]c2c(C)c(N)ccc12
    -0.4 | -7 | 1 | 3 | 14 | -0.6 | -6 | 0 | 16 | 25 | 13
> CCOC(=O)N1CCN(C(=O)c2ccc3c(=O)n(Cc4ccccc4OC)c(=S)[nH]c3c2)CC1
    0.8 | -5 | -2 | 4 | -14 | -1.2 | -22 | -4 | 3 | 20 | 9
> CCCC(CCC(=O)Nc1ccn(-c2ccccc2)n1)C(=O)O (configuration not stated)
    -0.2 | -1 | -10 | 2 | 9 | 0.2 | -21 | -2 | 3 | 3 | 17
> Cc1c(C(=O)N/N=C/c2ccccn2)nnn1-c1nonc1N
    -0.1 | -4 | -5 | 2 | 13 | -0.7 | -35 | 10 | -16 | 9 | -10
> Cc1ccnc2ccc(SC(F)(F)F)cc12
    0.5 | 0 | -4 | -3 | 17 | -1.2 | 15 | 0 | 22 | 4 | 14
> COc1ccc(-c2nc(-c3ccc(Br)o3)no2)cc1OC
    -0.2 | -6 | 3 | -74 | 8 | 0.3 | -33 | -3 | -6 | -255 | -284
> CN1CCC(N(C)C(=O)c2cc(-c3ccccc3Cl)nc3ccccc23)CC1
    1.2 | -2 | 1 | -11 | 2 | -0.7 | 7 | 2 | -9 | -12 | 5
> O=S(=O)(Nc1nc2ccccc2nc1Nc1ccc(N2CCOCC2)cc1)c1cc(Cl)ccc1Cl
    0.2 | -43 | 0 | -6 | -7 | -1.9 | -6 | 2 | -8 | 19 | -83
> CN1CCN(S(=O)(=O)c2ccc([N+](=O)[O-])cc2)CC1
    -0.1 | -20 | 4 | 10 | 6 | -0.1 | -9 | -3 | 11 | 8 | -8
> O=C(COc1ccc(Cl)cc1)N1CCCC1
    -0.3 | x | -2 | 4 | x | -0.2 | -6 | 4 | -6 | -5 | -11
> Cc1ccc(C)c(NC(=O)CN(C)C(=O)c2ccc(S(=O)(=O)N3CCCCCC3)cc2)c1
    0.0 | -3 | -5 | 7 | -4 | 0.4 | -5 | 4 | 6 | 0 | 11
> Cc1ccc(Cl)c2sc(N3CCN(C(=O)c4ccco4)CC3)nc12
    -0.1 | -6 | 6 | -5 | -9 | -0.4 | -6 | -2 | 4 | -20 | -54
> O=C(COc1cc(Cl)c(Cl)cc1Cl)Nc1ccc([N+](=O)[O-])cc1Cl
    0.2 | -4 | -6 | 5 | 13 | -0.5 | -23 | 1 | 3 | 25 | 24
> O=S(=O)(Nc1ccccc1-c1ccccc1)c1ccccc1
    0.8 | -5 | 7 | 4 | u | -1.1 | 1 | x | -3 | 11 | 6
> Cc1ncc(CN2CCCCC2C(=O)Nc2ccc(Oc3ccccc3)nc2)cn1 (configuration not stated)
    1.2 | -7 | 3 | -4 | 13 | -0.3 | 11 | 6 | -1 | -13 | -13
> O=C(O)c1nc(NCc2ccccc2)ncc1Cl
    -0.3 | -20 | 3 | -8 | 5 | -0.4 | 2 | 4 | 4 | 4 | 26
